NCI-60 one-dose screen, 48 h, at 10 µM unless noted. Numbers give growth in % (100 = growth as untreated, 0 = no growth, -100 = all killed).
SF-268 = SF-268 CNS cancer cells; 82,000 tested, 3.1% active; AID 1794759
CAKI-1 = CAKI-1 renal cancer; 75,000 tested, 4.7% active; AID 1794772
TK-10 = TK-10 renal cancer cells. 81,000 tested, 3.9% active. AID 1794769
SN12C = SN12C renal cancer cells | 81,000 tested, 3.8% active | AID 1794767
U251 = U251 CNS tumor cells | 80,000 tested, 5.4% active | AID 1794753
SF-295 = SF-295 CNS cancer cells | 79,000 tested, 5.6% active
UO-31 = UO-31 renal cancer; 81,000 tested, 5.2% active; AID 1794768
786-0 = 786-0 renal cancer cells; 81,000 tested, 5.1% active
* marks the source's active call; other numbers are inactive results; x = no result given; & = joins results of further samples. Rule for the calls: active = growth percent below 10; inactive = the rest.

1) NC(=O)c1ccc(=O)n(C2OC(CO)C(O)C2O)c1 (stereo not given)
2) CN(C)c1cc2c3ccccc3n(C)c2cc1N
3) CC(C)(C)CC(C)(C)n1nnnc1C(Nc1ccccc1)c1cc2cccc3ccc4cccc1c4c32 (stereo not given)
4) C=C(c1ccc(C(=O)O)cn1)c1cc2c(cc1C)C(C)(C)CCC2(C)C
5) CN(C)c1ccc(-c2ccc(-c3ccc(C(=N)N)c(F)c3)s2)cc1
6) C=C/C(C)=C/C[C@]1(C)[C@H](C)[C@@H](OC(=O)CCC)[C@H](O)[C@@]23C(=C[C@H](OC)C[C@@H]12)[C@@H](OC(=O)CCC)O[C@H]3OC(C)=O
7) CCCCCCCCCCCCCCCCCC(=O)OCC(=O)[C@@]1(O)CC[C@H]2[C@@H]3CCC4=CC(=O)CC[C@]4(C)[C@H]3[C@@H](O)C[C@@]21C
8) COc1cc(-c2cc3cc(O)ccc3oc2=O)cc(OC)c1OC

Screen / compound no.	1	2	3	4	5	6	7	8
SF-295	115	103	87	83	-88*	-60*	103	92
CAKI-1	101	80	56	88	-88*	0.0*	97	85
U251	100	101	89	76	-96*	-22*	104	99
SN12C	87	100	78	96	-77*	-52*	78	94
UO-31	92	63	73	81	-93*	-91*	90	67
TK-10	92	114	95	131	-86*	-95*	113	104
786-0	92	105	88	114	-94*	-80*	108	98
SF-268	108	99	82	77	-57*	-8.1*	94	102

9) N#C/C(=C\c1cccc(F)c1)C(=O)c1ccccc1
10) O=C(O)CC(C(=O)O)N1C(=O)/C(=C/C(Cl)=C/c2ccccc2)SC1=S (stereo not given)
11) CCCn1cc2c(=O)nc3sc(Cc4ccccc4)c(C)n3c2n1
12) Nc1ccc(S(=O)(=O)Nc2ncc(Br)cn2)cc1
13) CC(C)(C)c1ccc(C(=O)Nc2sc3c(c2C(N)=O)CCC(O)C3)cc1 (stereo not given)
14) CCS(=O)(=O)Nc1ccc(-c2ccc(NNC(=O)c3ccccc3)nn2)cc1
15) O=C1NC(c2cccc([N+](=O)[O-])c2)c2sc3c(F)cccc3c2C1N1CCOCC1 (stereo not given)
16) N#Cc1c(-c2ccc(Cl)cc2Cl)c(C(N)=O)c(N)n(Cc2nc3ccccc3[nH]2)c1=O

Screen / compound no.	9	10	11	12	13	14	15	16
SF-295	102	98	120	94	-1.4*	103	99	95
CAKI-1	103	101	88	97	5.7*	112	77	76
U251	99	105	93	104	54	108	95	98
SN12C	100	102	104	107	75	103	97	100
UO-31	104	89	78	102	49	85	68	65
TK-10	121	112	93	105	83	110	129	145
786-0	103	109	99	113	15	99	111	100
SF-268	99	110	95	106	63	110	94	99

17) COc1cc(NC(=O)c2cc3ccccc3nc2Nc2ccc(F)cc2)cc(OC)c1OC
18) COc1ccc(C2c3cc(OC)c(OC)cc3CC3C(=O)OCC32)cc1OC (stereo not given)
19) CCc1cccc(CC)c1N1C(=O)C2=C(SCCCS2)C1=O
20) COc1ccc(C2CC(c3ccc(N4CCOCC4)cc3)=NN2c2nc(-c3ccc(Cl)cc3)c(C#N)c(N3CCOCC3)n2)cc1OC (stereo not given)
21) COc1ccc2nc(-c3ccc(-n4c(=O)c5cccnc5n(-c5ccc(Cl)cc5)c4=O)cc3)sc2c1
22) CCCCCCCC(=O)NO
23) CN(C(=O)Nc1cccc([N+](=O)[O-])c1)c1ccccc1
24) O=C(Nc1ccc2c(O)c(N=Nc3ccc4c(O)cc(S(=O)(=O)O)cc4c3)c(S(=O)(=O)O)cc2c1)c1ccccc1

Screen / compound no.	17	18	19	20	21	22	23	24
SF-295	39	x	98	111	92	115	98	105
CAKI-1	52	x	90	90	93	91&117	94	x
U251	35	106	100	104	101	102&97	97	100
SN12C	62	101	101	96	105	92&104	99	98
UO-31	47	71	95	71	91	78&109	79	81
TK-10	65	103	102	102	116	91&113	103	101
786-0	54	111	106	101	102	101&104	102	107
SF-268	51	109	98	97	110	106&120	101	107

25) CCOC(=O)Nc1cc(-c2cccnc2)cc2c(C(C)=O)c(C)[nH]c12
26) CC[C@@](C)(NC(=O)[C@H](C)NC(=O)CCNC(=O)C(C)(C)NC(=O)[C@H](C)NC(=O)[C@@H]1CCCN1C(=O)[C@@](C)(CC)NC(=O)[C@H](Cc1ccccc1)NC(=O)C1CCCN1C(=O)C(C)(C)NC(=O)C1CCCN1C(=O)C(C)(C)NC(C)=O)C(=O)NCCC(=O)N[C@@H](CC(C)C)C(=O)NC(C)(C)C(=O)NCCC(=O)N[C@@H](CC(C)C)C(=O)NC(C)(C)C(=O)NC(C)(C)C(=O)N[C@@H](CC(C)C)C(=O)NCCC(=O)NCO (stereo not given in full)
27) COc1ccc(C(=O)N2C=Cc3ccccc3C2C#N)cc1 (stereo not given)
28) O=C(O)c1cccc2ccc3c(c12)Nc1ccc2ccccc2c1S3
29) Cc1ccc(N/N=C/c2ccc([N+](=O)[O-])cc2)cc1C
30) Cn1ccnc1C(=O)/C=C/c1ccc(C(=O)Nc2nc3ccccc3[nH]2)cc1
31) CC(=O)c1ccc2c(c1)C(C)(C)C(C)CC2(C)C (stereo not given)
32) O=C1NCCNC1c1ccccc1 (stereo not given)

Screen / compound no.	25	26	27	28	29	30	31	32
SF-295	94	-99*	99	101	85	65	90	115
CAKI-1	90	-98*	87	94	54	19	104	112
U251	100	-99*	x	90	94	x	102	110
SN12C	93	-77*	89	79	92	52	97	100
UO-31	83	-91*	74	79	67	28	89	97
TK-10	105	-99*	100	145	91	66	100	91
786-0	98	-95*	114	109	88	24	101	110
SF-268	99	-97*	100	103	89	40	102	116

33) COc1ccccc1N1CCN(C2=C(Cl)C(=O)C(C)=C(C)C2=O)CC1
34) C#Cc1ccc(NC(=O)c2ccc(/C=C/C(=O)c3nccn3C)cc2)cc1
35) CC12CCCCC1=CC(=O)CC2 (stereo not given)
36) C[C@H]1[C@H]2[C@H]3CC[C@@H]4[C@@]5(C)C/C(=C/c6cccnc6)C(=O)C(C)(C)[C@@H]5CC[C@@]4(C)[C@]3(C)CC[C@]23CO[C@]1(C)[C@@H](C(=O)/C=C\c1cccnc1)C3
37) COC(=O)C/C(=C\c1ccc2c(c1)OCO2)C(=O)OC
38) COc1ccc(N=Nc2c(Nc3ccccc3)[nH][nH]c2=O)cc1
39) CC(=O)OCC1OC(OC(C)=O)C(NC(=O)NS(=O)(=O)c2ccc(Br)cc2)C(OC(C)=O)C1OC(C)=O (stereo not given)
40) CC(C)(C)c1cc(C(C)(C)c2ccccc2)cc(Cc2cc(C(C)(C)c3ccccc3)cc(C(C)(C)C)c2O)c1O

Screen / compound no.	33	34	35	36	37	38	39	40
SF-295	108	-91*	104	6.1*	97	99	101	116
CAKI-1	89	-82*	87	9.3*	98	78	91	104
U251	102	-67*	109	-68*	99	110	113	94
SN12C	101	-37*	103	-18*	106	90	104	96
UO-31	92	-99*	87	-97*	84	82	79	81
TK-10	127	-2.6*	102	-14*	109	103	115	98
786-0	113	-79*	99	-39*	97	90	106	103
SF-268	104	-29*	x	7.1*	94	87	100	98

41) O=c1cc(C2NNC(=S)N2)c2cc(Cl)ccc2o1 (stereo not given)
42) O=C(CCN1C(=O)/C(=C/c2ccccc2)SC1=S)Nc1ncc(Cc2ccc(Cl)cc2)s1
43) O=C1CC(=O)N(c2nnc(/C=C/c3ccco3)c(=O)[nH]2)N1
44) COC(=O)[C@]12CC[C@@H](C)[C@H](C)[C@@H]1C1=CC[C@@H]3[C@@]4(C)C[C@@H](OC(=O)/C=C/c5ccccc5)[C@H](O)[C@@](C)(CO)[C@@H]4[C@H](O)C[C@@]3(C)[C@]1(C)CC2
45) CC(C)=CCc1cc(O)cc2c1OC(C=C(C)C)C1=C2C(=O)C2=C(C1=O)S(=O)(=O)CCN2 (stereo not given)
46) COc1cc(C2CC(=O)Nc3c2cnn3C)cc(OC)c1OC (stereo not given)
47) NCC1CCCCO1 (stereo not given)
48) CC(C)(C)CC(C)(C)N(CSc1ccc(Cl)cc1)CSc1ccc(Cl)cc1

Screen / compound no.	41	42	43	44	45	46	47	48
SF-295	101	95	123	-16*	86	105	110	27
CAKI-1	92	92	111	16	x	106	107	25
U251	100	97	104	-29*	-14*	100	96	x
SN12C	101	92	110	-83*	-44*	114	98	17
UO-31	83	84	91	20	54	91	96	26
TK-10	118	99	x	18	122	117	101	76
786-0	100	101	114	-29*	80	103	115	41
SF-268	106	94	121	17	2.3*	112	112	31

49) COc1ccc(-c2nc3sc4c(c3c(=O)[nH]2)CCCC4)c2ccccc12
50) Cc1cc(=NC(C)(C)C)nc2c3ccccc3c(Cl)cn12
51) NC(=S)N1N=C(c2ccccc2)CC1c1ccc2c(c1)OCO2 (stereo not given)
52) CC1(C)[C@H](CC(=O)O)C[C@@H]1N
53) CCOC(=O)N[C@H]1CCc2cc(OC)c(OC)c(OC)c2-c2ccc(SC)c(=O)cc21
54) Cc1c2cc[nH]c(=O)c2c(C)c2c1[nH]c1ccc(OC(=O)c3ccccc3)cc12
55) COc1cc(C(=O)n2nc(N)c3c(C)cc(C)nc32)cc(OC)c1OC
56) CC(=O)OCC1OC(n2cnc3c(=S)nc(N)[nH]c32)C(OC(C)=O)C1OC(C)=O (stereo not given)

Screen / compound no.	49	50	51	52	53	54	55	56
SF-295	-19*	102	99	102	3.3*	32	76	40
CAKI-1	9.7*	98	76	x	20	29	77	x
U251	6.4*	81	100	112	17	29	72	93
SN12C	36	81	84	97	27	32	80	97
UO-31	25	90	60	94	47	13	85	73
TK-10	38	107	x	95	44	34	98	82
786-0	11	93	89	107	16	45	90	66
SF-268	25	134	99	100	23	40	79	77

An excerpt from above in order of heavy-atom count, smallest number first.
51) NC(=S)N1N=C(c2ccccc2)CC1c1ccc2c(c1)OCO2 (stereo not given)
49) COc1ccc(-c2nc3sc4c(c3c(=O)[nH]2)CCCC4)c2ccccc12
54) Cc1c2cc[nH]c(=O)c2c(C)c2c1[nH]c1ccc(OC(=O)c3ccccc3)cc12

Screen / compound no.	51	49	54
SF-295	99	-19*	32
CAKI-1	76	9.7*	29
U251	100	6.4*	29
SN12C	84	36	32
UO-31	60	25	13
TK-10	x	38	34
786-0	89	11	45
SF-268	99	25	40

(further entries)
57) C/C(=N\Nc1ccc(S(N)(=O)=O)cc1)c1ccc(N=Nc2c(Nc3ccccc3)[nH][nH]c2=O)cc1
58) N#CC1=C(Cl)NC(c2cccc([N+](=O)[O-])c2)c2sc3c(F)cccc3c21 (stereo not given)
59) C/C=C(/c1cccnc1)C1c2ccccc2NC1CC (stereo not given)
60) O=c1cc(Cc2cn3ccccc3nc2=O)c2cc(Cl)ccc2o1
61) N#Cc1ncc(-c2ccc(C(F)(F)F)cc2)c(NCc2cc(C(F)(F)F)cc(C(F)(F)F)c2)n1
62) CC[C@H](C)OC(=O)c1nn(C(C)=O)c2ccccc12
63) CC(C)(C)C(=O)/C=C/c1ccc(C#N)cc1
64) COC(=O)c1ccc2nc(N(Cc3ccccc3)C(=O)c3c(Cl)c(Cl)c(C)n3Cc3ccccc3)sc2c1
65) COc1ccc(C(=O)c2cc(C(=O)/C=C/c3c(Cl)cccc3Cl)c3cc(C)ccn23)cc1
66) COc1ccc2c(c1)C(=O)/C(=C/c1c(C)n(C)n(-c3ccccc3)c1=O)CO2
67) CC[n+]1ccc(C)c(C)c1

Screen / compound no.	57	58	59	60	61	62	63	64	65	66	67
SF-295	5.1*	101	100	95	4.4*	88	100	104	101	90	104
CAKI-1	77	75	76	x	18	92	100	99	90	84	93
U251	-47*	99	100	110	27	102	77	105	100	95	91
SN12C	-13*	98	96	98	22	97	94	98	94	88	105
UO-31	86	67	79	84	26	94	86	83	97	78	100
TK-10	72	137	111	117	47	113	89	115	119	113	104
786-0	-45*	110	94	97	40	97	101	104	100	94	103
SF-268	9.3*	95	91	102	57	100	98	98	98	93	101

Screening results: PubChem BioAssay, NCI
